Screens deposited in PubChem by National Center for Advancing Translational Sciences (NCATS).
MmCpn inh: blocks the Methanococcus maripaludis chaperonin Mm-Cpn; purified Mm-Cpn ATPase, ADP Transcreener TR-FRET; Potency, µM (series often up to 76.9 µM), for the others: at the highest dose activity, negative = inhibition, actives largely listed as inhibitors; 0.031% of 330,000 active; AID 504842; note: potency is the fitted concentration of half-maximal effect; % is set by controls: 0 for no effect and ±100 for the full control effect; nearly all actives have a fitted effect of over 80% in size
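ATPase turnover read by TR-FRET ADP competition (Eu cryptate antibody/ADP-d2, 665/590 nm): 10uM ATP final, 25nM Mm-CPN final, 30 min 37degC after 10-min compound preincubation, pH 7.4 Tris/KCl/MgCl2/DTT buffer.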
S2 tox: cell viability loss in ATXN counter-screen. S2 cells (HEK-293 line with an ATXN2-luciferase reporter) viability, CellTiter-Fluor protease fluorescence, 24 h. Potency, µM (titrated, usually from 56.7 µM), usual class: cytotoxic. 0.49% of 400,000 active; note: potency is the fitted concentration of half-maximal effect; nearly all actives have a fitted effect of over 40% in size
Nrf2 inh: Nrf2 pathway inhibition | A549 ARE-Fluc reporter, luciferase luminescence, 18-24 h | AID 504444 | 2.1% of 360,000 active | Potency, µM (titrated, usually from 46 µM), without a hit: at the top dose activity change, negative = inhibition, hits mostly inhibitors; note: potency is the fitted concentration of half-maximal effect; % is set by controls: 0 for no effect and ±100 for the full control effect; nearly all actives have a fitted effect of over 60% in size
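A549 ARE_Fluc cells (5000/well, 5% FBS OPTI-MEM) pre-incubated 2 h, then treated with compounds 18-24 h at 37C/5% CO2 in concentration-response. CellTiter-Fluor viability read first; BugLite luciferase luminescence after 15 min at room temperature gives Nrf2 activity.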
HepG2 tox: HepG2 cytotoxicity, counter-screen for TGF-b inhibitors; Potency, µM (titrated, usually from 46.1 µM), inactives show at the top dose activity change, negative = cytotoxicity, usual class: cytotoxic; HepG2 CAGA-GFP viability, ATP luminescence, 18 h; 0.76% of 410,000 active; note: potency is the fitted concentration of half-maximal effect; some results filed as inactive show a strong effect at the top dose
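CellTiter-Glo luminescence gave cytotoxicity after 18 hours at 37 degrees C. The cells were HepG2 CAGA-GFP in 1% FBS DMEM, stimulated with 500 pg/mL TGF-beta after compound addition. %Activity was normalised to no-cell wells (complete cell-killing) and DMSO (no toxicity), and curves were fitted and classified.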
A549 viability: counter-screen for Nrf2 inhibitors: cytotoxicity in A549 cells | A549 ARE-Fluc cells, CellTiter-Fluor viability, 18-24 h | Potency, µM (highest dose often 46 µM), for inactives: at the highest dose activity change, negative = cytotoxicity, actives largely listed as inhibitors | 0.16% of 390,000 active | AID 504648; note: potency is the fitted concentration of half-maximal effect; % is set by controls: 0 for no effect and ±100 for the full control effect
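A549 ARE_Fluc cells in 5% FBS OPTI-MEM were exposed to compounds in concentration-response for 18-24 h at 37 deg C. Viability was read by CellTiter-Fluor fluorescence (Ex 405/Em 525) after 30 min, before the luciferase read.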
TGFb SMAD3 inh: blocks TGF-b signaling. HepG2 CAGA-GFP TGF-b/SMAD3 reporter, GFP fluorescence, 18 h; TGF-beta stimulated, 500 pg/mL final. Potency, µM (top dose mostly 46.1 µM), for the others: at the top dose activity, negative = inhibition, actives largely listed as inhibitors. 1.2% of 410,000 active. AID 588855; note: potency is the fitted concentration of half-maximal effect; % is set by controls: 0 for no effect and ±100 for the full control effect; nearly all actives have a fitted effect of over 65% in size
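HEPG2 CAGA-GFP cells (1000/well, DMEM with 1% FBS) were pre-incubated 2 h at 37 degrees C, given compound by pin tool, then stimulated with TGF-beta at 500 pg/mL final for 18 h before per-cell GFP fluorescence imaging.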
Nrf2 activator: activates Nrf2 signaling; 0.31% of 410,000 active; AREc32 ARE-luciferase reporter (MCF7-derived line), luminescence, 24 h; Potency, µM (titrated, usually from 46.1 µM), for the others: top-dose activation, actives largely listed as activators; note: potency is the fitted concentration of half-maximal effect; % of control where 0% means no effect; nearly all actives have a fitted effect of over 65% in size
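Reporter line AREc32 (ARE-Fluc), seeded overnight in OPTI-MEM with 5% FBS; compound pin-transferred, 24 hr at 37 deg C, 5% CO2; luminescent read-out.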
pAkt inh: blocks phosphorylation of Akt; 0.32% of 360,000 active; Neuro2A IGF-stimulated pAkt S473 HTRF, 20 min; active compounds read low; activity change, % for hits at 50 µM; in the data active = activity change below about -80%; inconclusive = mostly about -51% to -80%; note: % is set by controls: 0 for no effect and ±100 for the full control effect
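Neuro2A cells (4,500/well, DMEM with 0.5% FBS) were treated with compound at a single 50 µM final concentration, stimulated with 6 nM IGF for 20 min at 37 °C, and lysed. Phospho-Akt Ser473 was read by HTRF as 665/615 ratio ×10^4.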
CCT modulator: cytosolic chaperonin activity modulation | purified chaperonin ATPase assay, HTRF ADP detection, 30 min | activity change, % (test concentration not listed), hits read low | 0.3% of 360,000 active; in the data active = activity change below about -30%; note: % is set by controls: 0 for no effect and ±100 for the full control effect
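Enzyme 40 or 20 nM (batch-dependent) in Tris pH 7.4/KCl/MgCl2/DTT; cpd 76 uM single point; ATP 10 uM; 30 min 37 °C; Transcreener ADP HTRF detection, 30 min RT; ratio 665/615.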
* = called active by the depositor; i = inactive; ? = inconclusive; / = not tested or not shown; & = joins results of further samples; [ ] = another dose, or the depositor's remark. Unless noted, calls come from the whole dose curve; as a rule, active = well fitted curve in the direction sought with a large enough effect; inconclusive = small, poorly fitted or top-dose-only effect, or another doubt; inactive = no such curve, though single readings can be large; an effect the other way counts as inactive or inconclusive.

Second line of a record: MmCpn inh, S2 tox, Nrf2 inh, HepG2 tox, A549 viability, TGFb SMAD3 inh, Nrf2 activator, pAkt inh, CCT modulator
COc1ccc(Cl)cc1NC(=O)CN1C(=O)NC2(CCCC2)C1=O
  0%, i, -17%, -4%, -4%, -25%, 2.8%, i, 1.1
O=C(NCN1CCCCC1)c1cccnc1
  0%, i, 23%, 4%, -17%, -13%, 0.4%, i, -2.1
O=C(CN1C(=O)C2CC=CCC2C1=O)NC1=NCCS1 (stereo unspecified)
  0%, i, -16%, -31%, 2%, 42%[activator], 0.2%, i, 0.3
COc1cc(NC(=O)c2nc(-c3ccc(Cl)cc3)n3c2CCCCC3)cc(OC)c1OC
  /, i, -18%, -3%, 0%, -7%, 2.3%, /, /
CC(C)CNC(=S)N1CCN(C)CC1
  0%, i, 1%, -1%, 13%, 14%, 0.2%, i, -2.6
CN1CCN(C(=O)C2=C[C@@H](C(C)(C)C)C[C@@H](OCc3ccc(CO)cc3)O2)CC1
  /, i, 0%, 0%, -2%, 0%, 2.1%, i, -1.4
COC(=O)c1ccc(NC(=O)CN2CCC(NC(=O)c3ccccc3F)CC2)cc1
  /, i, /, -34%, /, -1%, 0.1%, i, -0.1
COc1ccc(N(C)C(=O)CCn2cnc3onc(-c4ccc(F)cc4)c3c2=O)c(OC)c1
  /, ?, 0%, -23%, 3%, -13%, 6.4%, /, /
COc1ccc(Nc2nnc(SCC(=O)N3CCCC3)s2)cc1
  4%, i, /, -10%, -4%, -9%, 0.1%, i, 1.4
NC(=O)COC(=O)c1c2c(nc3ccccc13)CCC2
  -4%, i, 4%, -14%, 0%, -15%, -0.9%, i, -2.7
Cc1ccc(-n2nc(C)c(C3(O)C(=O)N(C(C)C)c4ccccc43)c2N)cc1 (stereo unspecified)
  2%, ?, 6%, -20%, -1%, ?, 0.2%[9.22 µM], i, -0.8
CCOC(=O)C1(Cc2cccc(OC)c2)CCN(Cc2cnc(SC)nc2)CC1
  -5%, i, -4%, -10%, -3%, -14%, -0.1%, i, -2.0
CNc1cncc(-c2cnn(CC(C)C)c2)n1
  /, i, /, 13%, /, 0%, 0.2%[9.22 µM], i, -1.6
O=C(N/N=C/c1cn(-c2cccs2)nc1-c1ccccc1)c1ccccc1Br
  -9%, i, -3%, -1%, 0%, -4%, -0.2%, i, -4.3
CCOc1ccc(CNS(=O)(=O)c2ccc3c(c2)CC(=O)N3C)cc1
  1%, i, 1%, -26%, -5%, -21%, 0.1%, i, -2.2
COc1cccc(NC(=O)Nc2nc(SC(C)(C)C)ns2)c1
  -1%, ?, ?, -104%, ?, 6.3µM*, 3.5%, i, -1.2
O=C1CC(N2CCCCCC2)C(=O)N1c1ccc(F)cc1 (stereo unspecified)
  1%, i, 7%, -19%, 8%, ?, 4.8%, i, 0.8
CC(C)COc1ccc(-c2nnn(CC(=O)N3CCCC3)n2)cc1
  0%, i, -14%, -19%, -4%, -6%, 2.0%, i, 0.0
Cc1cccc(NC(=O)c2ccc(NC(=O)c3ccccc3Br)cc2)c1
  -17%, i, ?, -9%, 4%, -9%, 1.4%, i, -0.4
O=C(Cc1cccc2ccccc12)Nc1nc2ccccc2[nH]1
  1%, i, /, -32%, -8%, -3%, 8.4%, /, 1.8

Record cards, from the list above.
COc1ccc(Cl)cc1NC(=O)CN1C(=O)NC2(CCCC2)C1=O is listed with MmCpn inh = 0%; S2 tox = i; Nrf2 inh = -17%; HepG2 tox = -4%; A549 viability = -4%; TGFb SMAD3 inh = -25%; Nrf2 activator = 2.8%; pAkt inh = i; CCT modulator = 1.1
NC(=O)COC(=O)c1c2c(nc3ccccc13)CCC2 is listed with MmCpn inh = -4%; S2 tox = i; Nrf2 inh = 4%; HepG2 tox = -14%; A549 viability = 0%; TGFb SMAD3 inh = -15%; Nrf2 activator = -0.9%; pAkt inh = i; CCT modulator = -2.7

Some entries already given, reduced to MmCpn inh and HepG2 tox:
| SMILES | MmCpn inh | HepG2 tox |
| --- | --- | --- |
| CC(C)COc1ccc(-c2nnn(CC(=O)N3CCCC3)n2)cc1 | 0% | -19% |
| O=C(NCN1CCCCC1)c1cccnc1 | 0% | 4% |
| CN1CCN(C(=O)C2=C[C@@H](C(C)(C)C)C[C@@H](OCc3ccc(CO)cc3)O2)CC1 | / | 0% |
| O=C(Cc1cccc2ccccc12)Nc1nc2ccccc2[nH]1 | 1% | -32% |
| COc1cc(NC(=O)c2nc(-c3ccc(Cl)cc3)n3c2CCCCC3)cc(OC)c1OC | / | -3% |

The listing continues:
Second line of a record: MmCpn inh, S2 tox, Nrf2 inh, HepG2 tox, A549 viability, TGFb SMAD3 inh, Nrf2 activator, pAkt inh, CCT modulator
COCCCNC(=O)CSc1nc(-c2ccccc2)[nH]c1-c1ccc(C)cc1
  /, i, ?, -11%, -12%, ?, 0.2%, /, /
CCCCN1CCc2nc(N3CCN(C)CC3)ncc2C1
  /, i, /, 1%, ?, -7%, 3.9%, /, /
CCOc1cccc(C(=O)Nc2cccc(-c3nnc(-c4ccccc4)o3)c2)c1
  0%, ?, ?, -1%, -3%, -6%, -0.2%, i, 2.2
CN(C)c1ccc(C(=O)OCC(=O)NC2CCCCCC2)cc1
  0%, i, 0%, 7%, -12%, -33%, -0.8%, i, -2.2
Cc1ccc(NCC(=O)N/N=C/c2ccc(OC(=O)c3ccco3)cc2)cc1
  1%, i, 10%, -8%, -5%, -4%, 4.1%, i, 0.0
O=C(COC(=O)c1ccco1)NCc1ccccc1Cl
  0%, i, 6%, 0%, 2%, 17%, -0.3%, i, -0.8
Cc1cc(NC(=O)C2CC(c3ccc(Cl)cc3)=NO2)no1 (stereo unspecified)
  1%, i, 0%, -9%, 8%, 1%, 0.1%, i, 0.4
Cc1[nH]c2ccccc2c1/C=N/Nc1cccc(C(=O)O)c1
  -2%, i, ?, 24%, 10%, 27%, 3.9%, i, 0.1
C[C@@H]1O[C@H](C2CCCC2)Cc2[nH]c(=S)[nH]c(=O)c21
  /, i, /, /, /, /, -1.0%, i, -0.9
CC1CCN(S(=O)(=O)c2ccc3c(ccc(=O)n3CC(=O)Nc3cccc(F)c3)c2)CC1
  /, i, /, -26%, 10%, ?, -0.3%, /, /
CN1c2ccccc2Oc2c(c(=O)n(C)c(=O)n2C)C1c1cccc([N+](=O)[O-])c1 (stereo unspecified)
  0%, i, /, 0%, -1%, -16%, -0.9%, i, 1.8
CCn1nc(C)c(CNC(=O)C2CCC(=O)N(Cc3cccc(F)c3)C2)c1C (stereo unspecified)
  -1%, i, -8%, -9%, -2%, -3%, -1.0%, i, -1.5
Nc1nc(SCc2ccccc2)c2[nH]cnc2n1
  3%, i, -19%&4%, -30%&-19%, -5%&-5%, -13%&3%, 3.6%, i, -0.5
O=S(=O)(NCC(c1cccnc1)N1CCOCC1)c1ccc(Cl)cc1 (stereo unspecified)
  1%, ?, -20%, 2%, 0%, -1%, 0.4%, i, 1.0
Cc1ccccc1-c1nc(S(=O)(=O)c2ccccc2)c(NCCCN2CCOCC2)o1
  2%, i, -12%, -29%, 16%, -2%, 0.1%, i, 0.8
COc1ccccc1NC(=O)CCc1nc(-c2cccs2)no1
  2%, ?, 2%, 24%, 3%, -4%, 1.7%, i, -6.8
CN(C)c1ccc(CN(C(=O)COc2ccc(Br)cc2)C2CCS(=O)(=O)C2)cc1 (stereo unspecified)
  1%, i, 12%, -7%, 3%, -7%, 0.2%, i, -1.9
N/C(=N\OC(=O)c1ccc2c(c1)OCO2)c1cccnc1
  ?, i, ?, -22%, 2%, -4%, -0.6%, i, -1.3
CC(=O)c1c(C)[nH]c(C(=O)OCC(=O)Nc2sc3c(c2C#N)CCCC3)c1C
  -1%, ?, 18µM*, -5%, -12%, 0%, 3.6%, i, -4.0
CN1C(=O)N(C)c2ccc(Br)c3cccc1c23
  1%, i, ?, 20%, -3%, 11%, 10%, i, 2.4
CC(C)CNC(=O)c1ccccc1NC(=O)CN(c1ccc2c(c1)OCCO2)S(C)(=O)=O
  3%, i, 4%, -17%, 1%, 3%, 2.2%, i, 1.3
COc1ccc(CNC(=O)c2cc3c(=O)n(Cc4ccc(OC)cc4)ccc3nc2C)cc1
  /, ?, ?, -26%, -7%, ?, -0.1%, /, /
Cc1ccc(-n2ncc3c(=O)n(CC(=O)NC4CCCC4)cnc32)cc1C
  -2%, i, 3%, -16%, -3%, 9%, -0.2%, i, -4.8
Cc1ccc(C)c(OCC(=O)N2CCOCC2)c1
  2%, i, -1%, -1%, 4%, 1%, -1.3%, i, -0.8
O=C(CN1C(=O)c2ccccc2S1(=O)=O)NCc1ccc(F)cc1
  1%, i, 10%, -11%, -4%, 18%, -0.5%, i, 0.4
N#CCc1ccc(C(=O)c2ccccc2F)s1
  -3%, i, /, -9%, -13%, -31%, 3.9%, i, -2.6
